SUMO1-SIM PPI: SUMO1-SIM interaction modulation | 0.33% of 360,000 active | AID 602429 | P63165 | SUMO1 binding to a labelled peptide, TR-FRET, 1 h | inhibition, % at 20 µM; in the data active = inhibition above about 37%
Target sequence (P63165 whole entry, looked up): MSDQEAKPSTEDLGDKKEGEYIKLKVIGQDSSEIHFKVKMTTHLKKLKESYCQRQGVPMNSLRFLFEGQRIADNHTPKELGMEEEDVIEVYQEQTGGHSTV
Scp1 inh: inhibitors of human Scp-1 phosphatase. Q9GZU7. Recombinant Scp1, phosphopeptide, malachite green phosphate absorbance. inhibition, % at 20 µM. 0.88% of 340,000 active. AID 493091;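 active = inhibition above about 50% at 20 µM, limit read from the data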;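 note: plate controls were DMSO wells with enzyme for no effect and wells lacking enzyme for full effect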
Target sequence (Q9GZU7 76-261 limits assumed): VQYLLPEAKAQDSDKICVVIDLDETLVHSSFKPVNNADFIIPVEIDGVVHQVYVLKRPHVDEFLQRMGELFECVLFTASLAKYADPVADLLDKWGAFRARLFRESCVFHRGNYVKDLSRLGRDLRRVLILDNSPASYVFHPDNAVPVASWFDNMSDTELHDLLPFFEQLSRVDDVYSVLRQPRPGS
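System: SCP-1 catalytic domain; Reagent: Phospho 17-mer peptide substrate; Doses: one concentration, 20 µM, with 1.0% DMSO; Incubation: 45 min room-temperature reaction, 5 min colour, 30 min stabiliser; Signal: Phosphate-binding colour reagent, absorbance read at 630 nm.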
TbMetRS inhib: blocks T. brucei methionyl-tRNA synthetase activity. purified T. brucei MetRS, ATP depletion, Kinase-Glo luminescence. inhibition, % at 11.9 µM. 0.4% of 360,000 active;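 active = inhibition above a per-plate cutoff of the control wells' mean inhibition plus 3 SD, cut at about 5.5% in these data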;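 note: 0% = DMSO wells median and 100% = median of wells with control inhibitor compound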
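technique = Kinase-Glo luminescence, ATP depletion format | system = purified MetRS (methionyl-tRNA synthetase) enzyme from Trypanosoma brucei | timing = 15 min preincubation, 2 h reaction, all 25 °C | evaluation = percent inhibition versus plate control medians | dosing = single dose, 11.9 µM final nominal, 0.9% final DMSO | also added = substrates ATP, L-methionine and bulk Escherichia coli tRNA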
Rpn11 inh: Rpn11 (human) deubiquitinase inhibition; O00487; human 26S proteasome, Ub4-pepOG fluorescence polarization; 20S core pre-blocked with epoxomicin; calls only at 20 µM; 0.59% of 360,000 active;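 active = inhibition at 20 µM, scaled to each plate's controls, above about 33%, limit read from the data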
Target sequence (O00487 whole entry, looked up): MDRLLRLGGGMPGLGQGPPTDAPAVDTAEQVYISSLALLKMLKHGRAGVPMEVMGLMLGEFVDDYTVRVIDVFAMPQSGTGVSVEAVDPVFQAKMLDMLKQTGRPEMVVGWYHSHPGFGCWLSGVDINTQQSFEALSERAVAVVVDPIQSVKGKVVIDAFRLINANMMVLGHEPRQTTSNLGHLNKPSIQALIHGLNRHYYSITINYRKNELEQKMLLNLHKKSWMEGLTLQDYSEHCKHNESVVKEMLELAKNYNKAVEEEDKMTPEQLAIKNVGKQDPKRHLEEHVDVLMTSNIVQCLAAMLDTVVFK
DNMT1 block: DNMT1 (human) enzyme inhibition. 0.83% of 360,000 active. P26358. DNMT1 molecular beacon, Hinp1I cleavage, fluorescence. inhibition (reported as % activation of signal), % at 10 µM; in the data active = inhibition above about 50%
CSN deneddyl inh: blocks human CSN-mediated cullin deneddylation; Q92905; Purified CSN, SCF-Nedd8-OG deneddylation, fluorescence polarization; inhibition, % at 12.5 µM; 0.38% of 360,000 active; AID 651999;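 active = pattern-corrected inhibition above about 35%, with an unprinted fluorescence ratio check between 0.5 and 1.5, limit read from the data, passing the limit was not always enough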;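 note: 0% = enzyme with substrate and 100% = substrate without enzyme; some results filed as inactive read as strong as hits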
Target sequence (Q92905 whole entry, looked up, one chain of several): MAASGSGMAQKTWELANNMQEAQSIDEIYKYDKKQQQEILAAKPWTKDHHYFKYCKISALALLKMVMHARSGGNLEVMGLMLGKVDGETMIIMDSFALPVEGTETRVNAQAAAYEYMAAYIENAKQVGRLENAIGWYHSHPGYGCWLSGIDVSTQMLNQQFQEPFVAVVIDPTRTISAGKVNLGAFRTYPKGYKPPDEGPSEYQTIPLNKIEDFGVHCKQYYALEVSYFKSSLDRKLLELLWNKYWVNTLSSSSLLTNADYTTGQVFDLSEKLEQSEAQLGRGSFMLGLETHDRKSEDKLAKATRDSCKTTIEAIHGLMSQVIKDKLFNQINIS
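Material: purified human Csn5 enzyme expressed in HEK293T cells / Medium: Tris buffer pH 7.5, NaCl, DTT, Tween-20, trehalose, ovalbumin / Compound dosing: 12.5 µM single point / Schedule: 90 min incubation of compound, enzyme and substrate at room temperature / Signal: fluorescence polarization of the substrate / Control set: no-enzyme wells high, enzyme-with-substrate wells low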
STEP block: STEP (human) phosphatase inhibition; P54829; recombinant STEP, OMFP fluorogenic substrate, fluorescence; inhibition, % at 20 µM; 0.25% of 360,000 active;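 active = inhibition at 20 µM, scaled per plate between control wells, above about 37%, limit read from the data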;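 note: 0% = DMSO with enzyme and substrate and 100% = substrate only without enzyme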
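material = STEP tyrosine phosphatase | reagent = fluorogenic phosphatase substrate OMFP at 25 µM final | doses = single compound dose of 20 µM, 1% DMSO final | schedule = 20 min reaction, room temperature, in the dark | measured by = fluorescence, 480/540 nm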
NadD block: inhibitors of Staphylococcus aureus NadD; purified NadD enzyme, colorimetric absorbance read-out; inhibition, % at 20 µM; 0.78% of 360,000 active; in the data active = inhibition above about 26%; note: some compounds past the cut are filed as inactive
LMPTP block: LMPTP (human) inhibition; AID 651560; recombinant LMPTP-A, OMFP fluorogenic substrate, fluorescence intensity; P24666; 0.22% of 360,000 active; inhibition, % at 20 µM;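 active = compounds that cut the enzyme signal by at least half of the control window in the single-dose screen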;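 note: plate controls were DMSO wells with enzyme plus substrate for no effect and substrate without enzyme for full effect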
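material = LMPTP-A | quantity = 0.625 nM enzyme | reagent = OMFP substrate, 400 µM final | buffer or medium = Bis-Tris pH 6.0, DTT, detergent | detection = endpoint fluorescence intensity from OMFP dephosphorylation | dosing = single 20 µM dose | read-out basis = % inhibition relative to no-enzyme and uninhibited control wells | control set = no-enzyme and uninhibited controls | timing = 50 min at room temperature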
MsrA inh: inhibits bovine methionine sulfoxide reductase A; inhibition, % at 15.5 µM; purified bovine MsrA, absorbance read-out; 0.75% of 360,000 active; in the data active = inhibition above about 4.5%;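 note: 0% = vehicle wells with enzyme and 100% = reference inhibitor wells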
The depositor's hits bear a star; i = inactive; . = not tested or not shown; + = active, no number. A portion of the library; the hit share may differ from the screen's.

Order of results: SUMO1-SIM PPI	Scp1 inh	TbMetRS inhib	Rpn11 inh	DNMT1 block	CSN deneddyl inh	STEP block	NadD block	LMPTP block	MsrA inh
Cn1cc([N+](=O)[O-])c(C(=O)Nc2ccc3c(C(F)(F)F)cc(=O)oc3c2)n1
    -32.5	-5.0	0.1	i	1.2	2.3	5.2	-3.6	-0.7	2.3
CCCCCCCC(=O)NC(Oc1ccccc1[N+](=O)[O-])C(Cl)(Cl)Cl (stereo not drawn)
    -9.1	-6.6	0.0	i	10.0	8.1	4.7	1.1	-1.6	0.1
O=c1c2ccccc2nc(-c2cccs2)n1-c1ccccc1
    -5.7	-3.0	-0.5	i	0.0	-0.7	0.3	-4.9	1.5	1.8
CN(C(=O)c1ccco1)C1(c2ccccc2Cl)CCCCC1=O (stereo not drawn)
    2.0	3.2	0.1	i	1.2	1.9	0.1	-5.5	-0.5	-0.1
Cc1ccc(S(=O)(=O)NP(=O)(Oc2ccccc2)Oc2ccccc2)cc1
    3.1	-3.0	-1.2	i	1.7	-2.9	-7.1	5.0	-1.8	-1.1
O=C(O)C1C2CCC(O2)C1C(=O)Nc1ccc(Cl)cc1 (stereo not drawn)
    0.0	-2.5	0.2	i	5.1	-0.5	0.6	-0.2	-1.9	2.2
Cc1nc2ccc(Cl)cc2c(=O)n1-c1cccc(Cl)c1
    4.8	0.3	-0.9	i	11.4	1.7	-0.1	2.0	-0.8	1.6
CCCCn1c(N)c(C(=O)OCCOC)c2nc3ccccc3nc21
    -3.2	2.3	0.4	i	-13.0	-0.7	-1.8	0.6	-0.9	-0.5
CCN(CC)c1ccc(C=C2C(=O)N(C)C(=S)N(C)C2=O)o1
    -106.9	5.7	-0.7	.	26.8	133.3	-0.5	-0.4	16.5	1.1
CN1C(=O)C(Cc2nc3ccccc3c(=O)n2-c2ccccc2)c2ccccc21 (stereo not drawn)
    -1.5	-2.2	0.3	i	-2.3	2.6	-0.6	5.5	0.4	0.4
CN1CCN(Cc2ccc3ccccc3c2)CC1
    0.5	-2.0	0.2	i	2.3	-0.9	-1.5	-3.4	-2.8	-0.3
COC(=O)C1=C(c2ccc3ccccc3c2)C[C@@H]2CC[C@H]1N2C(=O)NCCO
    -1.2	-5.8	-0.5	i	2.1	-1.3	-1.0	-5.2	-0.5	0.2
Cc1cccc(OP(N)(N)=O)c1C
    -5.8	-9.1	-0.7	i	1.2	115.3*	-3.2	0.3	-0.8	0.1
C1CN(P2(N3CC3)=NP(N3CC3)(N3CC3)=NP(N3CC3)(N3CC3)=N2)CCO1 (stereo not drawn)
    4.5	.	-0.1	i	7.3	3.7	3.0	-3.3	-6.0	0.3
CCCCCSc1cc(OC)c(CCN(C)C)cc1OC
    1.3	4.6	-0.7	i	1.8	0.1	1.4	-4.8	0.3	1.2
Cc1nc2ccc(Br)cc2c(=O)n1-c1ccc([N+](=O)[O-])c(C(F)(F)F)c1
    -6.7	-7.2	0.2	i	-4.4	-0.9	1.1	-1.9	0.7	0.2
O=C(Nc1ccccc1)c1c(O)c2c(n(Cc3ccco3)c1=O)CCCC2
    -3.0	-27.5	-0.1	i	0.2	6.8	4.0	-8.2	3.0	-1.5
N#CCC(=O)NN1Cc2ccccc2C1=N
    -1.3	-6.0	-0.3	i	0.7	3.3	-2.3	-1.1	-0.9	0.4
CCOC(=O)c1cccc(C2=C(CNC(=O)c3ocnc3C)[C@H]3CC[C@@H](C2)N3Cc2ccccc2)c1
    0.8	.	0.1	i	3.6	-4.4	2.6	-7.3	-1.9	-0.8
CCC(C)N=Cc1c(O)n(-c2ccccc2)c(=O)[nH]c1=O (stereo not drawn)
    -4.1	-8.4	-0.6	i	-1.3	0.9	2.6	-3.0	-0.6	-0.9
CNCC(=O)c1ccccc1
    -0.2	-1.3	0.0	i	-3.3	0.2	-2.1	-0.7	-1.7	.
Cc1ccc(S(=O)(=O)Oc2ccccc2C=C2C(=O)N(C)C(=O)N(C)C2=O)cc1
    1.5	-8.3	-0.5	i	1.5	2.2	0.6	0.3	-1.2	0.5
CSc1ccc(CNC2CN3CCC2CC3)cc1 (stereo not drawn)
    3.2	-9.4	-0.3	i	1.7	-3.4	0.7	4.4	-4.2	0.2
CC(O)(CS(=O)(=O)c1ccccc1)C(=O)Nc1cccc(C(F)(F)F)c1 (stereo not drawn)
    2.0	-2.7	-0.3	i	-9.4	7.2	0.0	-5.5	-0.3	-0.5
COc1ccccc1N1CCN(Cc2ccc(F)cc2)CC1
    0.1	-6.7	-0.3	i	-1.9	2.1	-0.7	-0.9	0.0	1.5
COc1cc(O)cc2c1C(=O)OC(C)CCCC(=O)CCC/C=C\2 (stereo not drawn)
    0.9	-7.2	0.3	i	-0.6	1.1	-1.6	-3.4	-0.1	1.2
Cc1cccc(N2C(=O)CC(=O)NC2=O)c1
    -2.5	-4.8	-0.5	i	-1.9	-1.6	0.7	0.8	-0.4	0.1
O=C(CF)N(O)c1ccc(C=Cc2ccccc2)cc1
    -7.3	19.5	-0.4	i	-4.5	-0.9	2.2	6.8	-0.2	2.0
COc1ccc(OCC(=O)N2CCCC(N3CCN(c4ccccc4C)CC3)C2)cc1 (stereo not drawn)
    18.1	1.0	0.0	i	1.9	3.7	2.3	-6.2	-1.8	0.5
COC(=O)C1=C(c2ccc(OCc3ccccc3)cc2)C[C@@H]2CC[C@H]1N2C(=O)NC1CCN(Cc2ccccc2)CC1
    -4.4	4.9	-0.4	i	-13.9	-3.4	-4.5	8.6	-0.4	.

Fetched by structure from the entries so far, 2 records:
Order of results: SUMO1-SIM PPI	Scp1 inh	TbMetRS inhib	Rpn11 inh	DNMT1 block	CSN deneddyl inh	STEP block	NadD block	LMPTP block	MsrA inh
CC(O)(CS(=O)(=O)c1ccccc1)C(=O)Nc1cccc(C(F)(F)F)c1 (stereo not drawn)
    2.0	-2.7	-0.3	i	-9.4	7.2	0.0	-5.5	-0.3	-0.5
COC(=O)C1=C(c2ccc3ccccc3c2)C[C@@H]2CC[C@H]1N2C(=O)NCCO
    -1.2	-5.8	-0.5	i	2.1	-1.3	-1.0	-5.2	-0.5	0.2

Following part.
Order of results: SUMO1-SIM PPI	Scp1 inh	TbMetRS inhib	Rpn11 inh	DNMT1 block	CSN deneddyl inh	STEP block	NadD block	LMPTP block	MsrA inh
COc1ccc(C(=O)Nc2cccc(S(=O)(=O)NCc3ccco3)c2)cc1
    7.2	-2.7	-0.1	i	-6.7	0.9	-2.9	-1.2	-1.4	0.6
O=c1[nH]c(=S)[nH]c(O)c1N=Nc1ccc2c(c1)OCCO2
    -67.0	4.7	-0.8	+	-0.5	33.5	7.0	-5.3	10.7	2.0
CCC(=O)C(CCN1CCOCC1)(c1ccccc1)c1ccccc1
    1.1	2.7	-0.5	i	6.2	1.6	1.4	-1.7	-1.1	-0.1
S=P(NCCSCc1ccccc1)(N1CC1)N1CC1
    -21.9	-21.5	-0.1	i	-11.8	-1.0	3.6	-3.2	5.3	-1.5
CCC(C)N1C(=O)/C(=C\c2cnc(N(C)C)nc2)C(=O)NC1=S (stereo not drawn)
    2.4	7.2	-0.8	i	4.7	-11.9	-2.5	14.4	-2.2	0.9
O=c1[nH]c2ccccc2n1C1CCN(CCCC(c2ccc(F)cc2)c2ccc(F)cc2)CC1
    -3.3	-6.2	-1.0	i	-13.1	-0.6	1.8	5.8	21.0	-1.2
COC(=O)N(C)c1ccc(C(O)(C(=O)OC)C(F)(F)F)cc1 (stereo not drawn)
    3.2	-4.7	-0.2	i	0.3	-0.8	-2.4	-3.0	-0.4	-0.2
FC(F)(F)c1ccccc1CCN1CCNCC1
    4.9	-4.5	-0.3	i	2.3	0.2	-1.6	-3.4	-4.8	0.2
S=C(NCCc1ccccc1)N1Cc2cc(N3CCOCC3)ccc2-n2nncc2C1
    8.1	.	1.1	i	-4.8	4.2	-0.2	1.3	1.0	-1.7
COc1cc(CC2(CCc3ccncc3)C(=O)N(C)C(=O)N(C)C2=O)cc(OC)c1OC
    4.7	-4.7	-0.7	i	3.0	104.6	0.6	-0.1	1.2	-0.3
CCOC(=O)c1cccc([P+](=O)O)c1
    2.6	-6.0	0.3	i	5.0	-1.5	-5.0	3.1	-0.9	0.8
O=P(Oc1ccccc1)(Oc1ccccc1)N1CCOCC1
    -2.4	-2.7	0.0	i	-0.6	-2.4	-1.4	-0.4	-1.3	-0.1
Fc1cccc(-c2ccc3c(c2)CN(c2cccc(Cl)c2)Cc2cnnn2-3)c1
    2.9	.	-1.2	i	-3.1	25.5	-0.7	2.4	4.6	1.9
Cc1cc(OCc2ccc([N+](=O)[O-])cc2)c2c3c(c(=O)oc2c1)CCCC3
    0.0	-5.1	1.9	i	-5.3	-0.7	2.6	-3.1	0.6	0.3
CCCCn1c(O)c(C=NCc2ccc3c(c2)OCO3)c(=O)[nH]c1=O
    -2.9	-5.1	-0.5	i	-2.4	1.0	-2.5	-11.9	-0.3	-0.9
CC(C)CCNC(=O)CN1C(=O)CN=C(c2ccccc2)c2ccccc21
    0.1	-12.3	-0.2	i	1.6	-1.0	0.8	-2.4	-1.0	-0.8
CCN(CC)CCOC(=O)C(O)(c1ccccc1)c1ccccc1
    8.1	-13.9	-0.9	i	2.8	-1.9	-0.1	-25.9	-2.0	-0.5
COc1ccccc1/C=C1/C(=N/O)C2CCN1CC2
    -3.0	-4.8	-0.1	i	3.0	-0.1	2.9	1.0	0.6	1.1
CC1CCCCN1Cc1cccnc1 (stereo not drawn)
    0.6	0.6	-0.5	i	-1.6	-1.1	-1.7	7.1	-4.0	2.6

High-throughput results as filed in PubChem BioAssay.
